Pf Dd2 growth = Plasmodium falciparum Dd2 growth inhibition; P. falciparum Dd2 growth, SYBR Green, 72 h; AID 1347417; Potency, µM (doses to about 28.9 µM), for inactives: top-dose activity, negative = inhibition, usual class: inhibitors; hit rate 4.3% among 120,000; active = well fitted inhibition curve with a large enough effect; inconclusive = small, poorly fitted or top-dose-only effect; inactive = no such curve, though single readings can be large or run the other way;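 also: plate controls were DMSO vehicle for no effect and reference drug for full effect; nearly all actives have a fitted effect of over 65% in size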
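Infected erythrocytes (Dd2, 0.3% parasitemia, 2.5% hematocrit final) are added to compound in RPMI-1640/Albumax II medium, grown 72 h at 37C in low oxygen, then lysed with saponin/Triton-X containing SYBR Green and read by fluorescence.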
* = called active by the depositor; [ ] = another dose, or the depositor's remark. Potency is read from the fitted curve at half-maximal effect.

`COc1ccccc1C(=O)NCCn1ccn2nc(-c3ccc(C)cc3C)cc2c1=O` gave Pf Dd2 growth inconclusive.
For COc1ccc(N2CCN(CCCNC(=O)c3nnc(Cc4ccccc4Cl)o3)CC2)cc1 the results were Pf Dd2 growth inconclusive.
COCC(=O)N[C@H]1C[C@@H](CO)N(Cc2ccccc2Br)C1 was read as Pf Dd2 growth 6.1%.
For Cc1cccc(C)c1OCC(=O)N(Cc1ccc(Cl)cc1)CC1CCCO1 (stereo unspecified) the results were Pf Dd2 growth -0.6%.
`COc1ccc(CNC(=O)NC2CCc3nnc(C4CC4)n3CC2)cc1` (stereo unspecified) gave Pf Dd2 growth inactive.
`COc1ccc(CNS(=O)(=O)c2cnc(N)nc2)c(OC)c1` gave Pf Dd2 growth 29.3%.
For COc1cccc(CC(=O)N2CCCC(c3noc(COc4ccccc4)n3)C2)c1 (stereo unspecified) the results were Pf Dd2 growth inconclusive.
`CCOc1ccc(CN2CC[C@@](C)(O)[C@H](N3CCCC3)C2)cc1` gave Pf Dd2 growth inconclusive.
Screening Cc1ccc(NC(=O)C2CCCN2S(=O)(=O)c2ccc3c(c2)CCCC(=O)N3)cc1Cl (stereo unspecified) returned Pf Dd2 growth 16.9%.
`O=C(Nc1ccc(F)cc1Cl)c1cnc(N2CCOCC2)c2ccccc12` gave Pf Dd2 growth -9.4%.
OCc1cnc(SCc2ccccc2F)n1Cc1ccc(F)cc1 was read as Pf Dd2 growth -5.9%.
Screening CN1CCN(Cc2cn3c(=O)n(C)cc(-c4cccc(N(C)C)c4)c3n2)CC1 returned Pf Dd2 growth -3.7%[44.1 µM].
O=C1CC2(CCN([S+](=O)([O-])c3cccc(C(F)(F)F)c3)CC2)Oc2cc(Cl)ccc21 was read as Pf Dd2 growth inactive.
Screening Cc1cc(C(=O)Nc2ccc([C@H]3OCC(=O)N(Cc4cccnc4)[C@@H]3CO)cc2)c(C)o1 returned Pf Dd2 growth 15.5%.
Screening CC(=O)c1ccc(NC(=O)N2C[C@@H]3C[C@H](C2)c2ccc(NC(=O)c4cccs4)c(=O)n2C3)cc1 returned Pf Dd2 growth -1.9%.
`COc1ccccc1C(=O)N1CCCC(c2nn(-c3ccc(Cl)cc3)c(=O)[nH]2)C1` (stereo unspecified) gave Pf Dd2 growth -29.8%.
COc1ccc(S(=O)(=O)N2CCCN(CC(=O)Nc3ccc(OC)cc3OC)CC2)cc1 was read as Pf Dd2 growth 4.6%.
Screening Cc1c(Cl)cccc1-c1ccc(CNCCCSc2nnnn2C)o1 returned Pf Dd2 growth -0.1%.
Screening CCCNC(=O)CN1C(=O)c2c(c3ccccc3n2C)C1c1ccc(OC)cc1 (stereo unspecified) returned Pf Dd2 growth 9.1%.
`Cc1ccc(-n2nc3n(c2=O)CCN(C(=O)C2CCCC2)C3)cc1` gave Pf Dd2 growth inactive.
For CC(C)N1CCN(C(=O)c2cc3n(n2)CC(c2ccc(Br)cc2)OC3)CC1 (stereo unspecified) the results were Pf Dd2 growth inactive.
`CC(=O)N[C@@H]1Cc2ccccc2[C@H]1n1ccnc1-c1cc2n(n1)CCNC2` gave Pf Dd2 growth -0.3%.
Screening Cc1cc(C)c(NC(=O)CCCn2c(C)c3cnn(-c4ccccc4)c(=O)c3c2C)c(C)c1 returned Pf Dd2 growth inconclusive.
`CCC(C(=O)Nc1cccc(C#N)c1)n1c(=O)c(-c2ccccc2NC(C)=O)nc2ccccc21` (stereo unspecified) gave Pf Dd2 growth inconclusive.
For Cc1cc(C)c(S(=O)(=O)N2CC(c3nc(-c4ccncc4)no3)C2)cc1C the results were Pf Dd2 growth -21.1%.
Cc1ccc(-c2nc(C(=O)NCCc3ccc(S(N)(=O)=O)cc3)no2)cc1 was read as Pf Dd2 growth -27.6%.
`O=C1NCc2ccccc2CC12CCN(CC1CCCCC1)C2` (stereo unspecified) gave Pf Dd2 growth inconclusive.
`O=C(Cc1cccc(Cl)c1)N[C@@H]1CN(c2ncccn2)C[C@H]1CO` gave Pf Dd2 growth -1.7%.
CC(=O)N1CCCc2cc(S(=O)(=O)N3CCC(C(=O)Nc4ccc(C)cc4Cl)CC3)ccc21 was read as Pf Dd2 growth -17.1%.
`Cc1cnc(C(=O)N2CCC3(CC2)c2[nH]c4ccccc4c2CCN3C)cn1` gave Pf Dd2 growth inactive.
`CC(C)N1C(=O)CO[C@H](c2ccc(NC(=O)c3ccco3)cc2)[C@H]1CO` gave Pf Dd2 growth 11.7%[44.1 µM].
For CCn1c(CN(C)C)nnc1C1CCN(C(=O)c2cnn3ccccc23)CC1 the results were Pf Dd2 growth -16.6%.
`CCc1cccc(NC(=O)N2CCCC(c3noc(COc4ccccc4F)n3)C2)c1` (stereo unspecified) gave Pf Dd2 growth inconclusive.
For Cc1cnn(CCC(=O)N2CCCn3ccnc3C2c2cnn(C)c2)c1 (stereo unspecified) the results were Pf Dd2 growth -19.2%.
`CCc1ccc(NC(=O)Cc2c(C(=O)O)c(C)cn2C)cc1` gave Pf Dd2 growth 13.7%.
`Cc1cccc(C(=O)n2nc(-c3cccnc3)nc2NCc2ccccc2)c1` gave Pf Dd2 growth 38.1%[activator].
`Cc1cc(C)cc(NC(=O)Cn2nc(N3CCN(c4ccccc4)CC3)ccc2=O)c1` gave Pf Dd2 growth -5.2%.
For O=C(NC1CC1)c1ccc(-c2ccc(N3CCCCCC3)nc2)cc1 the results were Pf Dd2 growth inconclusive.
For CCOC(=O)c1ccc(N2C(=O)c3n[nH]c(-c4ccco4)c3C2c2ccc(O)c(OC)c2)cc1 (stereo unspecified) the results were Pf Dd2 growth inconclusive.
COCc1cn(C[C@H]2C[C@@H](NC(=O)c3ccccc3)[C@H](O)[C@@H]2O)nn1 was read as Pf Dd2 growth inactive.

Four entries already listed, sorted by heavy-atom count, smallest number first.
COCC(=O)N[C@H]1C[C@@H](CO)N(Cc2ccccc2Br)C1 was read as Pf Dd2 growth 6.1%.
`CCOc1ccc(CN2CC[C@@](C)(O)[C@H](N3CCCC3)C2)cc1` gave Pf Dd2 growth inconclusive.
For Cc1cnn(CCC(=O)N2CCCn3ccnc3C2c2cnn(C)c2)c1 (stereo unspecified) the results were Pf Dd2 growth -19.2%.
For CCn1c(CN(C)C)nnc1C1CCN(C(=O)c2cnn3ccccc23)CC1 the results were Pf Dd2 growth -16.6%.

Other records follow.
Screening COc1ccc(CCNCc2c(C(=O)O)c(C)n(Cc3cccc(Cl)c3)c2C)c(OC)c1OC returned Pf Dd2 growth 30.2%[activator][5.79 µM].
`O=C(c1ccc2c(c1)N(Cc1ccccc1)C(=O)c1ccccc1S2(=O)=O)N1CCN(Cc2ccccc2)CC1` gave Pf Dd2 growth 8.91µM*.
Screening COc1ccccc1-c1noc(CCC(=O)NCc2snnc2C)n1 returned Pf Dd2 growth -1.7%.
`CC(C)(C)C(=O)CSc1nc2ccsc2c(=O)n1Cc1ccccc1F` gave Pf Dd2 growth inconclusive.
O=C(Cn1nc2c(cc1=O)CCCC2)NCCn1ccc2ccc(Cl)cc21 was read as Pf Dd2 growth -12.9%.
For Cc1ccc(CNC(=O)CCN2C(=O)C(C)Oc3ccc(C)cc32)cc1 (stereo unspecified) the results were Pf Dd2 growth 42.0%[activator].
CCNC(=O)c1c(NC(=O)Cc2coc3cc(C)cc(C)c23)sc2c1CCCC2 was read as Pf Dd2 growth -3.0%.
For O=C1c2cnc(-c3cccc(O)c3)nc2OCCN1c1cccc(C(F)(F)F)c1 the results were Pf Dd2 growth -15.1%[44.1 µM].
Screening O=C(c1cnc[nH]1)N1C[C@@H](COc2cccnc2)[C@H](c2ccccn2)C1 returned Pf Dd2 growth -12.6%.
Screening Cc1ccccc1NC(=O)Cn1nnc(C(=O)NCc2cccs2)c1N returned Pf Dd2 growth 14.7%.
For Cn1ccnc1CN1C[C@@H](F)[C@@H](OCc2nc3ccccc3n2C)C1 the results were Pf Dd2 growth -24.6%[44.1 µM].
O=c1oc2ccccc2cc1-c1cn2cc(Cc3ccc(Cl)cc3)sc2n1 was read as Pf Dd2 growth 16.7%.
`NS(=O)(=O)c1ccc(-n2nc(C3CCOC3)nc2C2CCC2)cc1` (stereo unspecified) gave Pf Dd2 growth -19.3%.
For COCCCNc1nc2c([S+](=O)([O-])c3ccncc3)nnn2c2ccccc12 the results were Pf Dd2 growth -22.4%.
`CCCCNC(=O)CSc1nc2cc3c(cc2c(=O)n1CCCCCC(=O)NCc1ccc(OC)cc1)OCO3` gave Pf Dd2 growth 20.7%.
Screening CC(C)(C)CC(=O)N1CCC(O)(c2csc(CN3CCc4ccccc4C3)n2)CC1 returned Pf Dd2 growth -25.7%[44.1 µM].
CCOC(=O)C1=CN(CC(=O)N(C)c2ccccc2)S(=O)(=O)N=C1C was read as Pf Dd2 growth 39.5%[activator].
For COc1ccc(-n2cnc3cc(C(=O)NC4CCCC4)ccc32)cc1 the results were Pf Dd2 growth inconclusive.
For COc1ccc(CN2CCc3nc(C(=O)NCCOc4ccccc4)oc3CC2)cn1 the results were Pf Dd2 growth inactive.
For OC[C@@H]1CNC[C@H]1C1CCN(Cc2ccc(F)c(Br)c2)CC1 the results were Pf Dd2 growth inactive.
Screening O=C(CN1C(=O)NC(c2ccccc2Cl)C2=C1COC2=O)NCc1ccc(F)cc1 (stereo unspecified) returned Pf Dd2 growth -14.7%.
Screening CN(C)C[C@@H]1CN(Cc2ccccc2)C[C@H]1NC(=O)c1ccnn1C returned Pf Dd2 growth -17.8%.
Screening Cc1cc(NC(=O)c2ccc3c(c2)N(C)C2CCCN2C3=O)ccc1Br (stereo unspecified) returned Pf Dd2 growth -3.5%.
`O=C1CCN(S(=O)(=O)c2ccccc2)CCCN(S(=O)(=O)c2ccc3c(c2)CCC3)CCN1` gave Pf Dd2 growth 3.55µM*.
For COc1ccc2[nH]cc(CCNC(=O)C3(Cc4cccnc4)CCCCC(=O)N3)c2c1 (stereo unspecified) the results were Pf Dd2 growth inactive.
For CC(C)NC(=O)N1CCCC1c1noc(COc2ccc(F)cc2)n1 (stereo unspecified) the results were Pf Dd2 growth -9.2%.
For COc1ccccc1CNC(=O)CCn1c(=O)c2ccccc2n(CC(=O)Nc2ccc(C)cc2Cl)c1=O the results were Pf Dd2 growth -16.5%.
For COc1ccc(-c2nnc(SCC(=O)Nc3cccc(C)c3)s2)cc1 the results were Pf Dd2 growth -6.0%.
`CCc1ccc(NC(=O)Cn2ccn(-c3ccc(OC)cc3)c(=O)c2=O)cc1` gave Pf Dd2 growth 77.1%[activator].
Screening Cc1nc(CN2C[C@H](C(=O)N3CCN(c4ccccn4)CC3)C[C@@H]2c2ccc(F)cc2)cs1 returned Pf Dd2 growth -6.9%.
`CCCCN(CC)CCNC(=O)c1nn(C)c2c1CS(=O)(=O)c1ccccc1-2` gave Pf Dd2 growth -23.1%.
CCC(=O)N(C1CCOCC1)C1CCN(Cc2ccc(C)cc2)CC1 was read as Pf Dd2 growth inconclusive.
`Cc1ncccc1C(=O)N1CCC2(CC1)CC(CO)N(C(=O)c1ccccc1)C2` (stereo unspecified) gave Pf Dd2 growth 34.4%[activator].
CC1(COc2ccccc2)COc2ccc(C(=O)NCc3cccs3)cc2N1 (stereo unspecified) was read as Pf Dd2 growth inactive.
`Cn1cc(-c2ccc3c(n2)CN(Cc2ccccc2)C(=O)CO3)cn1` gave Pf Dd2 growth inactive.
`COc1ccc(Cl)cc1NC(=O)CCCn1c(C)c2cnn(-c3ccccc3)c(=O)c2c1C` gave Pf Dd2 growth inconclusive.
For Cc1ccc(NC(=O)Cn2c(=O)n(CCCCC(=O)NCc3ccc4c(c3)OCO4)c(=O)c3ccccc32)cc1 the results were Pf Dd2 growth -8.2%.
`CCn1nc(C)c(CCN(C)C(=O)Nc2cccc(Cl)c2C)c1C` gave Pf Dd2 growth 20.2%.
`CSc1ncc(C(=O)N2CCN(c3ccc(F)cc3)CC2)c(C)n1` gave Pf Dd2 growth inactive.
Screening CCC(=O)N1CCC(n2nccc2NC(=O)Nc2ccccc2OC)CC1 returned Pf Dd2 growth 1.6%.
Screening O=C(NCc1ccco1)C1c2ccccc2C(=O)N(C2CCCC2)C12CCCCC2 (stereo unspecified) returned Pf Dd2 growth inconclusive.
For NC(=O)c1ccc(-c2nc3c([nH]2)CN(c2ncnc4ccsc24)CC3)cc1 the results were Pf Dd2 growth 10µM*.
Cc1ccccc1OC(=O)c1nc(SCc2ccccc2F)ncc1Cl was read as Pf Dd2 growth 52.7%[activator].
O=S1(=O)CCC(S(=O)(=O)NC2CCCCC2)C1 (stereo unspecified) was read as Pf Dd2 growth -3.6%.
`O=C(c1ccccc1Cl)N1CCCCC12Cc1ccccc1NC2=O` (stereo unspecified) gave Pf Dd2 growth inactive.
`Cc1ccc(-n2ncc3c(NCCc4ccccc4)ncnc32)cc1Cl` gave Pf Dd2 growth 22.7%.
COc1ccc(Cl)cc1Nc1ncnc2c1c(-c1ccccc1)cn2-c1ccccc1 was read as Pf Dd2 growth -4.4%.
For COc1ccc(CN2CCOc3ccc(C(=O)NCc4ccc(C)cc4)cc3C2)c(OC)c1 the results were Pf Dd2 growth inactive.
For COc1ccccc1-n1nc(-c2c(C)nc3scc(CC(=O)NCc4ccccc4)n3c2=O)cc1C the results were Pf Dd2 growth inactive.
Screening COc1ccc(-c2[nH]c(-c3cccc(OC)c3)nc2SCC(=O)Nc2ccc3c(c2)OCO3)cc1 returned Pf Dd2 growth inconclusive.

By substructure, the entries above with bromine
COCC(=O)N[C@H]1C[C@@H](CO)N(Cc2ccccc2Br)C1 was read as Pf Dd2 growth 6.1%.
For CC(C)N1CCN(C(=O)c2cc3n(n2)CC(c2ccc(Br)cc2)OC3)CC1 (stereo unspecified) the results were Pf Dd2 growth inactive.
For OC[C@@H]1CNC[C@H]1C1CCN(Cc2ccc(F)c(Br)c2)CC1 the results were Pf Dd2 growth inactive.
Screening Cc1cc(NC(=O)c2ccc3c(c2)N(C)C2CCCN2C3=O)ccc1Br (stereo unspecified) returned Pf Dd2 growth -3.5%.

An excerpt; the hit share may differ from the screen's.
